IP6K1 inhibitor – Primary qHTS assay for small molecule inhibitors of Inositol hexaphosphate kinase 1 (IP6K1) | Inositol hexakisphosphate kinase 1 (Homo sapiens), Q92551 | IP6K1 kinase, ADP-Glo luminescence, 2 h; stronger effect = lower value | activity change, % (series mostly up to about 58 µM) | 0.81% of 140,000 active; in the data active = activity change below about -25%
Target sequence (Q92551 whole entry, looked up): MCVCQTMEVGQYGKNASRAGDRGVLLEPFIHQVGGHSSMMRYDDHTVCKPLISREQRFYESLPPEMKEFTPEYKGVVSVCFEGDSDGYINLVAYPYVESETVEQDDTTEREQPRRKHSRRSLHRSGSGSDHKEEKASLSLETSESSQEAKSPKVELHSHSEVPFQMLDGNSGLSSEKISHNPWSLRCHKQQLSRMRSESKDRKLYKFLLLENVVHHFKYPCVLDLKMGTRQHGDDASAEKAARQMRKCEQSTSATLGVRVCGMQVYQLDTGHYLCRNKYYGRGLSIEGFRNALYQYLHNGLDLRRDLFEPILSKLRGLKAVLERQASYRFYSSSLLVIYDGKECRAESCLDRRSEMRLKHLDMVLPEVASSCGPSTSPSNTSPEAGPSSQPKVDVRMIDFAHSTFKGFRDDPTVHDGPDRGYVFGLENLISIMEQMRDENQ
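ADP-Glo luminescence measures ADP made by human IP6K1 during a 2 h RT reaction with ATP/IP6 (mix at 1.3 mM/130 uM); top library doses 57.5 and 19.1 uM final.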
HEK293 tox – Cytotoxic Profiling in HEK 293 Cell Line of Diverse Libraries Using Quantitative High-Throughput Screening; 6.6% of 94,000 active; AID 1345083, 2018; HEK 293 viability, ATP luminescence (CellTiter-Glo), 48-72 h; Potency, µM (top dose mostly 115 µM), for the others: at the highest dose activity change, negative = cytotoxicity, hits mostly inhibitors; also: potency is read from the fitted curve at half-maximal effect; nearly all actives have a fitted effect of over 60% in size
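HEK 293 cells at 250 cells/well were exposed to compounds by pintool transfer for 48 or 72 hr at 37 degree Celsius, 5% CO2. Viability was read as ATP-coupled luminescence with CellTiter-Glo after 10 min at room temperature.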
Luciferase inh – Firefly luciferase inhibition profiling of diverse chemical library using quantitative high-throughput screening | Luciferin 4-monooxygenase (Photinus pyralis), P08659 | AID 1347043, 2019 | Potency, µM (top dose mostly 115 µM), for the others: at the highest dose activity change, negative = inhibition, usual class: inhibitors | purified P. pyralis luciferase, luminescence, biochemical | 2.5% of 76,000 active; also: potency is read from the fitted curve at half-maximal effect; nearly all actives have a fitted effect of over 65% in size
Target sequence (P08659 whole entry, looked up): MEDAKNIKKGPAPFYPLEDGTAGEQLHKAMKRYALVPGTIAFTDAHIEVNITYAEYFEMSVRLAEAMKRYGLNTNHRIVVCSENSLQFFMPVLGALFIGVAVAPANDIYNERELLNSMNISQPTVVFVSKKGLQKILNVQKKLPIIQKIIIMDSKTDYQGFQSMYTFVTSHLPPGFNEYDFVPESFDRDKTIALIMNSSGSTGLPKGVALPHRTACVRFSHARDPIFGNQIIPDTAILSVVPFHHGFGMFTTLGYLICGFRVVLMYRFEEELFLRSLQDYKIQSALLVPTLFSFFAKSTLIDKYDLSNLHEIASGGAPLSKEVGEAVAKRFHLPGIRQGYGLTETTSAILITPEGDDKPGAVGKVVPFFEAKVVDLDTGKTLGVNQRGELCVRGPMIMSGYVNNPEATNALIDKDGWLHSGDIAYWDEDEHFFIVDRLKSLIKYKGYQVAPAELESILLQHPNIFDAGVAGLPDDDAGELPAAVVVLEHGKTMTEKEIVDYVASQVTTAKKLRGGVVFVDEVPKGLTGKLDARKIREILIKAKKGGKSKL
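FLuc 10nM, D-luciferin 10uM, ATP 10uM, Mg acetate 10mM, Tris acetate pH 7.5, Tween/BSA; cpd qHTS; enzyme added last; CCD luminescence.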
SNCA viab count – GF-AFC viability counterscreen for inhibitors of alpha-synuclein gene (SNCA) expression; HEK-293-SNCA-luc viability, GF-AFC fluorescence, 24 h; Potency, µM (series often up to 57.1 µM), for the others: at the highest dose activity change, negative = cytotoxicity, usual class: cytotoxic; 0.12% of 150,000 active; AID 1671193, 2021;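 also: potency is read from the fitted curve at half-maximal effect; 0% = DMSO-treated cells and -100% = medium-only wells without cells; nearly all actives have a fitted effect of over 30% in size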
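Cytotoxicity counterscreen: after 24 h compound treatment of genome-edited SNCA-luciferase HEK-293 cells, live-cell protease substrate GF-AFC read by fluorescence after 30 min; activity scaled between DMSO (0%) and medium-only (-100%), curves Hill-fitted.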
GPT2 inhibitor – Primary qHTS assay for inhibitors of Glutamate pyruvate transaminase 2 (GPT2). Potency, µM (titrated, usually from 57.7 µM), inactives show at the top dose activity change, negative = inhibition, usual class: inhibitors. 0.25% of 100,000 active. Recombinant GPT2, coupled pyruvate oxidase/HRP Amplex Red fluorescence. Alanine aminotransferase 2 (Homo sapiens), Q8TD30; also: potency is read from the fitted curve at half-maximal effect; nearly all actives have a fitted effect of over 60% in size; many of its hits are not listed in these tables
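GPT2 10ng/uL, a-KG 250uM, L-Ala 2mM, HEPES pH7.5 + 0.0001% Tween; 30 min RT. Then Amplex mix (PO/HRP/ThPP), 30 min RT dark, fluorescence. AOA 50uM used as positive control.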
SNCA expr inhib – Primary qHTS assay for inhibitors of alpha-synuclein gene (SNCA) expression; HEK-293 SNCA-luciferase knock-in, luminescence, 24 h; Potency, µM (doses to about 57.2 µM), inactives show top-dose activity change, negative = inhibition, usual class: inhibitors; 0.17% of 140,000 active; AID 1671194, 2021;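 also: potency is read from the fitted curve at half-maximal effect; plate controls were DMSO cells for no effect and cell-free wells for full effect; nearly all actives have a fitted effect of over 45% in size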
NIH3T3 tox – Cytotoxic Profiling in NIH 3T3 Cell Line of Diverse Libraries Using Quantitative High-Throughput Screening. NIH 3T3 viability, CellTiter-Glo ATP luminescence, 48-72 h. AID 1345082, 2018. Potency, µM (titrated, usually from 96.7 µM), for the others: at the top dose activity change, negative = cytotoxicity, usual class: inhibitors. 4.3% of 94,000 active; also: potency is read from the fitted curve at half-maximal effect; nearly all actives have a fitted effect of over 55% in size
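Cells were seeded at 400 per well, treated with pin-transferred compound, and kept 48 or 72 hr at 37 °C before CellTiter-Glo addition and luminescence imaging of cellular ATP.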
Starred values were filed as active, the others as inactive; i = inactive; u = inconclusive; x = no result given; [ ] = remark or other dose. Unless noted, calls follow the shape of the dose curve; as a rule, active = well fitted curve in the direction sought with a large enough effect; inconclusive = small, poorly fitted or top-dose-only effect, or another doubt; inactive = no such curve, though single readings can be large; an effect the other way counts as inactive or inconclusive. Unless noted, % is scaled to controls: 0 for no effect and ±100 for the full control effect. Rows were taken by chance (roughly 7.7% active in at least one column).

No.	structure	IP6K1 inhibitor	HEK293 tox	Luciferase inh	SNCA viab count
1	O=C(CCOc1ccccc1)N(Cc1cccnc1)c1nc2c(F)cc(F)cc2s1	-9	x	x	-3%
2	CC1CCC/C=C/C(=O)c2c(O)cc(O)cc2CC(=O)O1 (centres undefined)	-16	x	x	u
3	CCOc1ccc(S(=O)(=O)N(CC(=O)NCCSCc2ccccc2)c2ccccc2)cc1	8	x	x	-4%
4	COc1ccc(F)cc1-c1cccc(C(=O)NCCN[S+](C)(=O)[O-])c1	1	-12%	x	0%
5	COc1ccc(Cl)cc1Nc1ncnc2c1nc1n2CCCC1	-1	x	x	0%
6	CCOC(=O)c1scc(-c2ccc(C)cc2)c1S(=O)(=O)Nc1cc(Cl)ccc1OC	-15	x	x	-5%
7	O=C(NC1CCN(c2nc3ncccc3o2)C1)c1ccccc1Cl (centres undefined)	19	2%	x	-12%
8	O=C(O)/C=C/c1ccc2occc2c1O[C@@H]1O[C@H](CO)[C@@H](O)[C@H](O)[C@H]1O	8	x	x	-2%

No.	GPT2 inhibitor	SNCA expr inhib	NIH3T3 tox
1	x	0%	x
2	i	x	x
3	x	9%	x
4	i	10%	-29%
5	x	57%[activator]	x
6	x	17%	x
7	1%	8%	-19%
8	i	x	x

(list continues)
No.	structure	IP6K1 inhibitor	HEK293 tox	Luciferase inh	SNCA viab count
9	CCOc1ccc(/C=C/c2nc(C#N)c(NCc3ccc(OC)cc3)o2)cc1	-11	x	x	5%
10	Cc1ccc(-n2nc(-c3c(C)nc4scc(CC(=O)NC(C)C)n4c3=O)cc2C)cc1	3	-14%	1%	3%
11	COCCn1c(CNC(=O)c2ccc(C)cc2)nc2cccnc21	15	x	x	-9%
12	Cc1ccc(C)c(N2CCN(C(=O)C3CCN(Cc4nc(-c5cccc(Cl)c5)oc4C)CC3)CC2)c1	6	x	x	19%
13	Cc1nc2cnc3ccc(C#Cc4cccnc4)cc3c2n1-c1ccc(C(C)(C)C#N)cc1	x	x	x	u
14	COc1ccc(C(=O)N[C@@H]2CCC[C@@H]2C(=O)NC2CCN(Cc3ccccc3)CC2)cn1	9	3%	-2%	u
15	NCCc1cccc(CN2CCCC(COc3ccccc3F)C2)c1 (centres undefined)	-1	u	-1%	-22%
16	CN1C(=O)c2cccn2CC1CNS(=O)(=O)c1ccccc1 (centres undefined)	1	u	-6%	-3%

No.	GPT2 inhibitor	SNCA expr inhib	NIH3T3 tox
9	x	12%	x
10	5%	28%	-10%
11	x	31%[activator]	x
12	x	u	x
13	u	7%	x
14	i	-7%	i
15	i	-30%	35µM*
16	i	20%	u

Following part.
No.	structure	IP6K1 inhibitor	HEK293 tox	Luciferase inh	SNCA viab count
17	CN1CCC(NC[C@H]2O[C@H](Cc3cc(-c4cccc(O)c4)on3)CC[C@@H]2O)CC1	0	0%[172 µM]	-7%[172 µM]	-6%[87.6 µM]
18	COC(=O)c1ccc(NS(=O)(=O)c2ccc3[nH]c4c(c3c2)CCCCC4)cc1	-16	x	x	20%
19	CC(C)NC(=O)NC1CC2(CCN(C(=O)Cc3cnc[nH]3)CC2)c2ccccc21 (centres undefined)	17	i	x	1%
20	Cc1ccc(NC(=O)C2CCc3nnc(CN[S+](C)(=O)[O-])n32)cc1 (centres undefined)	8	4%	x	-2%
21	CCC(C)Nc1ncnc2c1cnn2-c1ccc(F)cc1 (centres undefined)	11	x	x	-19%
22	COc1ccc(C(=O)NCc2nnc3c(-c4nc(C)no4)cccn23)cc1	30	-25%	2%	-12%
23	CC(C)(C)C(=O)N1CCC2(CC1)CCN(Cc1cccs1)c1ccccc1O2	-12	35µM*	-19%	-15%
24	COCC(=O)N1CCCn2ccnc2C1C(C)C (centres undefined)	4	i	-2%	-7%

No.	GPT2 inhibitor	SNCA expr inhib	NIH3T3 tox
17	-1%[88.5 µM]	1%[87.6 µM]	-2%[174 µM]
18	x	2%	x
19	-11%	-1%	1%
20	i	-13%	-26%
21	x	9%	x
22	i	-2%	-17%
23	-3%	24%	u
24	i	3%	i

More results follow:
No.	structure	IP6K1 inhibitor	HEK293 tox	Luciferase inh	SNCA viab count
25	CCc1nc(-c2c3n(c(=O)n(CCOc4ccc(F)cc4)c2=O)CCCC3)no1	12	0%	-4%	-3%
26	COc1ccc(Br)cc1CNCc1c(C(=O)O)c(C)n(Cc2ccccc2C)c1C	4	x	x	-16%
27	COCCn1c(C)cc(C(=O)N2CCCC(c3[nH]ccc3C(N)=O)C2)c1C (centres undefined)	12	-7%	-3%	7%[12.5 µM]
28	COCC(=O)N1CCCCC1c1nc(-c2ccccc2)n[nH]1 (centres undefined)	-6	1%	-1%	-2%
29	C=CCN1C[C@@H]2CN(C(=O)CCc3ccc(OC)cc3)C[C@]2(C(=O)O)C1	7	i	0%	6%
30	CCOc1ccc(NC(=O)C2CCCN(c3nnc(C)c4c(C)n(-c5ccccc5)nc34)C2)cc1 (centres undefined)	1	x	x	2%
31	Cn1nc(C2CCN(C(=O)c3ccco3)CC2)c2c1CCOC2	4	10%	0%	1%
32	CCOc1ccccc1CNC(=O)[C@@]12CCCC[C@H]1N(CCOC)C(=O)CC2	-1	u	1%	-26%

No.	GPT2 inhibitor	SNCA expr inhib	NIH3T3 tox
25	-5%	-22%	-22%
26	x	-17%	x
27	i	u	-6%
28	i	8%	4%
29	-13%	12%	i
30	x	-17%	x
31	2%	6%	0%
32	2%	-17%	u

Single entries from the results shown:
Result for entry 32 under Luciferase inh: 1%
Result for entry 27 under SNCA viab count: 7%[12.5 µM]
Result for entry 25 under Luciferase inh: -4%

Other compounds follow:
No.	structure	IP6K1 inhibitor	HEK293 tox	Luciferase inh	SNCA viab count
33	COc1ccc(-c2cc3c(=O)n(CCNC(=O)c4ccco4)ccn3n2)cc1	5	u	7.9µM*	-8%
34	Cc1ccc(-c2cc(N3CCC(CNC(=O)c4ccc5nc[nH]c5c4)CC3)n[nH]2)cc1	15	u	14µM*	0%
35	O=C(O)C1CN(C(=O)N2CCOCC2)CCN(C2CCOCC2)C1 (centres undefined)	15	i	-17%	-6%
36	O=C1Nc2ccccc2C12CN(Cc1ccsc1)C2	-1	-29%[172 µM]	x	-3%[87.6 µM]
37	CCOC(=O)c1ccc(NC(=O)C2=C(C)C(=O)OC23CCCCCC3)cc1	-9	x	x	-15%
38	Cc1ccc(C2CC(=O)n3nc(-c4ccc(Cl)cc4)nc3S2)cc1 (centres undefined)	-13	x	x	9%
39	COc1ccc(CN2CCN(CCC=C(C)C)CC2CCO)cc1C (centres undefined)	-5	u	-1%	-11%
40	COc1ccc(S(=O)(=O)N(CC(=O)Nc2cccc(C)c2)c2ccc(C)cc2)cc1OC	0	x	x	u

No.	GPT2 inhibitor	SNCA expr inhib	NIH3T3 tox
33	-1%	26%	u
34	u	63%[activator]	u
35	-23%	-10%	-5%
36	i	1%[87.6 µM]	-11%[138 µM]
37	x	10%	x
38	x	-6%	x
39	i[11.5 µM]	-18%	u
40	x	u	x

Remaining list, next part:
No.	structure	IP6K1 inhibitor	HEK293 tox	Luciferase inh	SNCA viab count
41	COc1ccc(CCNC(=O)Cn2c(=O)cc(C(F)(F)F)c3c(C)nn(C)c32)c(OC)c1	15	x	x	6%
42	Cc1ccc(Nc2c(-c3ccc(N4CCOCC4)cc3)nc3ccc(Cl)cn23)cc1	7	x	x	-6%
43	O=C(NCCc1csc(-c2ccc(Cl)cc2)n1)c1cccs1	-6	x	x	-3%
44	CN1Cc2ncnc(NCC3CC3)c2CN(c2ccc(Cl)cc2)C1=O	-8	-8%	3%	-2%
45	CCC(C)(C)c1ccc(CC(C)CN2C[C@@H](C)O[C@@H](C)C2)cc1 (some centres undefined)	17	x	x	10%
46	COCCOCc1nc(C2CCN(C(=O)NCc3ccc(C)cc3)CC2)no1	10	-29%	8%	9%
47	Cn1cc(C(=O)NCC2CN(C(=O)c3ccc(Oc4ccccc4)cc3)CC23CN(c2ccccc2)C3)cn1 (centres undefined)	14	u	10%	-23%
48	O[C@@H]1C[C@@H](c2nc(-c3ccncc3)no2)N(Cc2ccccc2)C1	-8	-9%[172 µM]	2%[172 µM]	-2%[87.6 µM]
49	CN(C)C[C@@H]1CN(C)C[C@H]1NC(=O)Cc1ccc(Cl)cc1	5	u	6%	18%

No.	GPT2 inhibitor	SNCA expr inhib	NIH3T3 tox
41	x	5%	x
42	x	8%	x
43	x	-27%	x
44	-3%	-8%	u
45	-74%	14%	x
46	-17%	2%	-12%
47	i	-38%	u
48	i	30%[87.6 µM]	-10%[174 µM]
49	u	-1%	-8%

Exported with bars between the fields: entries from further up
nr | smiles | IP6K1 inhibitor | HEK293 tox | Luciferase inh | SNCA viab count | GPT2 inhibitor | SNCA expr inhib | NIH3T3 tox
45 | CCC(C)(C)c1ccc(CC(C)CN2C[C@@H](C)O[C@@H](C)C2)cc1 (some centres undefined) | 17 | x | x | 10% | -74% | 14% | x
46 | COCCOCc1nc(C2CCN(C(=O)NCc3ccc(C)cc3)CC2)no1 | 10 | -29% | 8% | 9% | -17% | 2% | -12%

An excerpt of these results, as labelled records:
44	CN1Cc2ncnc(NCC3CC3)c2CN(c2ccc(Cl)cc2)C1=O
- IP6K1 inhibitor: -8
- HEK293 tox: -8%
- Luciferase inh: 3%
- SNCA viab count: -2%
- GPT2 inhibitor: -3%
- SNCA expr inhib: -8%
- NIH3T3 tox: u
42	Cc1ccc(Nc2c(-c3ccc(N4CCOCC4)cc3)nc3ccc(Cl)cn23)cc1
- IP6K1 inhibitor: 7
- HEK293 tox: x
- Luciferase inh: x
- SNCA viab count: -6%
- GPT2 inhibitor: x
- SNCA expr inhib: 8%
- NIH3T3 tox: x
41	COc1ccc(CCNC(=O)Cn2c(=O)cc(C(F)(F)F)c3c(C)nn(C)c32)c(OC)c1
- IP6K1 inhibitor: 15
- HEK293 tox: x
- Luciferase inh: x
- SNCA viab count: 6%
- GPT2 inhibitor: x
- SNCA expr inhib: 5%
- NIH3T3 tox: x
49	CN(C)C[C@@H]1CN(C)C[C@H]1NC(=O)Cc1ccc(Cl)cc1
- IP6K1 inhibitor: 5
- HEK293 tox: u
- Luciferase inh: 6%
- SNCA viab count: 18%
- GPT2 inhibitor: u
- SNCA expr inhib: -1%
- NIH3T3 tox: -8%
